Pol kappa inh: DNA polymerase kappa (human) inhibition. purified Pol kappa, fluorescent DNA synthesis assay, 10 min. Potency, µM (titrated, usually from 107 µM), inactives show top-dose activity, negative = inhibition, hits mostly inhibitors. actives 0.53% (n = 400,000). AID 588579; further: potency means the concentration at half of the fitted maximal effect; on the % scale 0 is the no-effect control and ±100 the full control effect
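Fluorescent qHTS in 1536-well format: enzyme (10 nM) and compound sat 15 min at room temperature before 50 nM substrate (final) was added. Signal taken at 0 and 10 min; no-enzyme buffer wells were negative controls.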
POLH inh: blocks human DNA polymerase eta activity; Q9Y253; recombinant Pol eta, fluorescent DNA replication assay; Potency, µM (highest dose often 114 µM), for the others: at the highest dose activity change, negative = inhibition, actives largely listed as inhibitors; AID 588591; actives 1.2% (n = 390,000); further: potency means the concentration at half of the fitted maximal effect; on the % scale 0 is the no-effect control and ±100 the full control effect
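Fluorescent replication assay: 50 nM final substrate added after a 15 min room-temperature compound preincubation with 10 nM enzyme. Signal taken at 0 min and again at 10 min.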
RGS4 inh: blocks human RGS4-accelerated GTP hydrolysis; P49798; Transcreener GDP fluorescence polarization, RGS4-accelerated GTP hydrolysis; Potency, µM (top dose mostly 114 µM), inactives show top-dose activity change, negative = inhibition, hits mostly inhibitors; actives 0.039% (n = 390,000); AID 504845; further: potency means the concentration at half of the fitted maximal effect; on the % scale 0 is the no-effect control and ±100 the full control effect; nearly all actives have a fitted effect of over 75% in size; some results filed as inactive show a strong effect at the top dose
Target sequence (P49798 whole entry, looked up): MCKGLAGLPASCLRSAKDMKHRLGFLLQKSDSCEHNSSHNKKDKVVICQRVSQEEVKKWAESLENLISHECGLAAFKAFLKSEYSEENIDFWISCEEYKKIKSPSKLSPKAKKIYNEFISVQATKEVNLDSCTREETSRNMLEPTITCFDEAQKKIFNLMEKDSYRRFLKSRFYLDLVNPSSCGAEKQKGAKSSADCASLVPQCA
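MLSMR compounds (23 nl, pin-transferred) preincubated 10 min at room temperature with a 500nM (2x) first reagent, then RGS4 at 900nM (2x) plus Transcreener GDP mix added; fluorescence polarization (620/688 nm) read before and after 90 min at 30 °C.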
Anesthetic bind: candidate novel general anesthetic via apoferritin binding; P02791; apoferritin/1-aminoanthracene competitive binding, fluorescence; Potency, µM (series often up to 77.5 µM), without a hit: at the top dose activity change, negative = displacement, actives largely listed as inhibitors; actives 0.074% (n = 350,000); further: potency means the concentration at half of the fitted maximal effect; on the % scale 0 is the no-effect control and ±100 the full control effect; nearly all actives have a fitted effect of over 20% in size
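In PBS, apoferritin at 10 uM is loaded with 1-AMA from a 50% saturated solution. After 10 min of compound exposure at ambient temperature, reduced 535 nm fluorescence indicates probe displacement.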
ERG Ets-DNA blk: blocks human ERG Ets domain binding to DNA. Potency, µM (top dose mostly 76.9 µM), inactives show at the highest dose FP activity, negative = inhibition, actives largely listed as inhibitors. AID 624246. P11308. fluorescence polarization, His-ERG Ets domain / labelled DNA. actives 0.028% (n = 370,000); active means well fitted inhibition curve with a large enough effect in the polarisation, with a control signal flat; inconclusive means small, poorly fitted or top-dose-only effect, or effect the other way, or a change in a side signal; inactive means no such curve, though single readings can be large or run the other way; the % refers to the polarisation;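 further: polarization taken with two DNA probes labelled with fluorescein and Texas red; potency means the concentration at half of the fitted maximal effect; % of control where 0% means no effect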
Target sequence (P11308 whole entry, looked up, the tested form may be a part): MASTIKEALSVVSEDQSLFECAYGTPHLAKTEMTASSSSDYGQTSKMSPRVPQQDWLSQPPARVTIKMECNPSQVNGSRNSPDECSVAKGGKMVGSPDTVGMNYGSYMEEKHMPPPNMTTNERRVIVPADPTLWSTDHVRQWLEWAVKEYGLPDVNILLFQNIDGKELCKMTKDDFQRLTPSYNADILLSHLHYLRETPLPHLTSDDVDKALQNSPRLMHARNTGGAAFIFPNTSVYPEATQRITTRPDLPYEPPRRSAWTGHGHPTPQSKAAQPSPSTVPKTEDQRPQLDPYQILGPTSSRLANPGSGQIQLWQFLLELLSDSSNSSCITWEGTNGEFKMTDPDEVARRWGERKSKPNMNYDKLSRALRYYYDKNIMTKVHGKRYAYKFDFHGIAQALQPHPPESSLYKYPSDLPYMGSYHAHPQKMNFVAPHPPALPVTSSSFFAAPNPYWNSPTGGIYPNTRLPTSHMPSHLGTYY
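His-tagged ERG Ets domain (1 uM in the protein solution; 300mM KCl, 50mM Tris-HCl, 1mM EDTA, 1mM DTT, pH 7.5) received compound, then a probe mix of 5 nM fluorescein-DNA and 100nM Texas-615-DNA. Fluorescence polarization was read for both dyes.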
APEX1 inh: blocks human APE1 abasic DNA cleavage | actives 0.35% (n = 350,000) | Potency, µM (series often up to 65.8 µM), without a hit: top-dose activity change, negative = inhibition, most hits filed as inhibitors | AID 2517 | recombinant APE1, TAMRA/BHQ-2 abasic DNA cleavage fluorescence;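 further: potency means the concentration at half of the fitted maximal effect; plate controls were vehicle for no effect and reference inhibitor for full effect; nearly all actives have a fitted effect of over 55% in size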
Target sequence (P27695 whole entry, looked up): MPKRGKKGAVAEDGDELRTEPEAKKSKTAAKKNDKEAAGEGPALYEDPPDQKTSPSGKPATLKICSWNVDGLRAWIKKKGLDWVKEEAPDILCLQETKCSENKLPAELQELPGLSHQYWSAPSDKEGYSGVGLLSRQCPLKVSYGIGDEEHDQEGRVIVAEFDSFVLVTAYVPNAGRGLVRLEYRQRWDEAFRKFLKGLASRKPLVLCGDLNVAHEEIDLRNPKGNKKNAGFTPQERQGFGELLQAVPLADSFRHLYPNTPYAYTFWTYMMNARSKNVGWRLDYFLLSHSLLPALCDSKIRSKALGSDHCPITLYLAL
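Incision of a quenched TAMRA/BHQ-2 THF abasic-site duplex (50 nM) by 0.75 nM APE1, after 15 min compound preincubation, measured as fluorescence increase over three 60 s reads. Values normalized to buffer, DMSO and NSC13755 control wells.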
LDHA block: inhibitors of human lactate dehydrogenase A. P00338. purified LDHA, NADH/diaphorase-resazurin fluorescence; hits give low values. activity change, % (values are at about 110 or 230 µM). actives 0.15% (n = 480,000). AID 1347041; in the data active means activity change below about -30%; inconclusive means mostly about -25% to -30%;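 further: plate controls were DMSO wells for no effect and wells without enzyme for full effect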
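Enzyme activity of human lactate dehydrogenase 5 (2 nM; 0.06 mM NADH, 0.2 mM pyruvate, 5 min, RT) is measured via a resazurin/diaphorase fluorescence readout of residual NADH.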
POLB inh: blocks human DNA polymerase beta activity | P06746 | Pol beta primer extension/strand displacement, fluorescence kinetic | Potency, µM (titrated, usually from 114 µM), for inactives: at the top dose activity change, negative = inhibition, hits mostly inhibitors | actives 1.3% (n = 340,000) | AID 485314; further: potency means the concentration at half of the fitted maximal effect; on the % scale 0 is the no-effect control and ±100 the full control effect
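Curves were derived by four-parameter Hill fits of normalized qHTS data. The kinetic fluorescent primer-extension read was taken at 0 and 10 min after 50 nM substrate, following a 15 min room-temperature preincubation of 10 nM enzyme with compounds.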
ALOX12 inh: blocks human arachidonate 12S-lipoxygenase | purified 12hLO, xylenol orange hydroperoxide absorbance | P18054 | Potency, µM (doses to about 108 µM), for inactives: at the top dose activity change, negative = inhibition, actives largely listed as inhibitors | actives 1.1% (n = 580,000); further: potency means the concentration at half of the fitted maximal effect; on the % scale 0 is the no-effect control and ±100 the full control effect
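Purified human 12hLO at 150 nM in 25 mM Hepes, 0.01% Triton X-100, pH 7.0, preincubated 15 min at room temperature with compound. Reaction started with 40 uM arachidonic acid, 30 min at room temperature. Hydroperoxide measured by Fe-xylenol orange, 573/405 nm absorbance ratio.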
* marks the source's active call; other numbers are inactive results; ? = inconclusive; . = not tested or not shown; [ ] = another dose, or the depositor's remark. Unless noted, the call rests on the fitted dose curve; in most records, active means well fitted curve in the direction sought with a large enough effect; inconclusive means small, poorly fitted or top-dose-only effect, or another doubt; inactive means no such curve, though single readings can be large; an effect the other way counts as inactive or inconclusive.

Short forms – A = Pol kappa inh; B = POLH inh; C = RGS4 inh; D = Anesthetic bind; E = ERG Ets-DNA blk; F = APEX1 inh; G = LDHA block; H = POLB inh; I = ALOX12 inh
smiles: O=C(O)c1cccc(Cn2c(Cl)c(/C=N/NC(=O)c3ccccc3O)sc2=O)c1
  A = -30% | B = ? | C = -2% | D = -5% | E = -11% | F = 3% | G = -3 | H = -12% | I = -12%
smiles: Cn1cc([N+](=O)[O-])c(C(=O)Nc2cnn(Cc3ccc(F)cc3)c2)n1
  A = -15% | B = -20% | C = -6% | D = ? | E = -3% | F = 15% | G = -6 | H = 38% | I = 8%
smiles: O=C(Cc1csc(-c2ccc(Cl)cc2)n1)Nc1cccc(S(=O)(=O)NC2=NCCC2)c1
  A = 8% | B = -13% | C = 0% | D = . | E = 1% | F = 27% | G = 5 | H = . | I = -59%
smiles: CC(C)(C)c1ccc(C(=O)NCC(=O)N2CCC3(CC2)NCCc2[nH]cnc23)cc1
  A = 4% | B = 10% | C = 12% | D = -9% | E = 8% | F = -9% | G = -5 | H = 66%[activator] | I = -5%
smiles: CSc1ccccc1NC(=O)C1CCN(S(C)(=O)=O)CC1
  A = -2% | B = 2% | C = 15% | D = -10% | E = -5% | F = 18% | G = -14 | H = 16% | I = 6%
smiles: CCOc1cc(C(=O)N(C)c2ccccc2)cc(OCC)c1OCC
  A = -11% | B = -11% | C = 13% | D = 9% | E = -5% | F = -1% | G = -6 | H = 0% | I = 163%[activator]
smiles: CCOc1ccc(C(=O)Nc2cccc(-c3nc4cccnc4s3)c2C)cc1OCC
  A = 7% | B = -12% | C = -6% | D = ? | E = 7% | F = . | G = 0 | H = -15% | I = -1%
smiles: CCCCCCCC(=O)NNC(=O)c1ccc([N+](=O)[O-])cc1
  A = -6% | B = -14% | C = -25% | D = ? | E = 6% | F = -2% | G = -6 | H = 0% | I = 25%
smiles: CCOc1ccc(NC(=O)CSc2nc3c([nH]c4ccccc43)c(=O)n2-c2cc(C)cc(C)c2)cc1
  A = -1%[60.1 µM] | B = -5% | C = 1% | D = -8% | E = -1% | F = . | G = -2 | H = 15% | I = ?
smiles: O=C(NNC(=O)c1ccccn1)c1ccc(OC(F)F)cc1
  A = -15% | B = -16% | C = -3% | D = . | E = 8% | F = 25% | G = 3 | H = . | I = 10%
smiles: Cc1ccccc1NCC(=O)N/N=C/c1c(C)c(C(=O)c2ccc(Cl)cc2)n2ccccc12
  A = -14% | B = -22% | C = -6% | D = -15% | E = -2% | F = 4% | G = -1 | H = -22% | I = -9%
smiles: Cc1ccc(NC(=O)CSC2=C(C#N)C(c3ccco3)C3=C(CC(C)(C)CC3=O)N2)cc1 (centres undefined)
  A = -3% | B = -5% | C = -9% | D = -4% | E = 2% | F = -2% | G = 2 | H = 2% | I = ?
smiles: COc1ccc(S(=O)(=O)N2CCCC2)cc1Br
  A = -17% | B = -19% | C = -35% | D = -22% | E = -7% | F = 27% | G = -2 | H = 5% | I = 7%
smiles: Cc1ccccc1C1CCCN(Cc2nc(CC3CC3)no2)C1 (centres undefined)
  A = -4% | B = -14% | C = 12% | D = -23% | E = -10% | F = 4% | G = 3 | H = -26% | I = 0%
smiles: Cc1ccc2sc3ccc(NC(=O)c4ccccc4Cl)cc3c(=O)c2c1
  A = -6% | B = -9% | C = 3% | D = -8% | E = ? | F = -4% | G = -4 | H = ? | I = -13%
smiles: O=S(=O)(c1ccccc1)N1CCN(CCc2ccccc2)CC1
  A = 2% | B = -9% | C = -11% | D = -5% | E = -12% | F = -6% | G = -2 | H = -1% | I = 14%
smiles: CN1C2CCC1CC(NS(=O)(=O)c1cccc(C(F)(F)F)c1)C2 (centres undefined)
  A = -2% | B = 1% | C = -1% | D = -1% | E = 5% | F = -4% | G = -3 | H = 2% | I = -30%
smiles: CCCS(=O)(=O)N1CC(=O)N(c2cccc(Cl)c2C)C(C)(C(=O)NC2CCCC2)C1 (centres undefined)
  A = -21% | B = 6% | C = 11% | D = -3% | E = 1% | F = . | G = -12 | H = -30% | I = -8%
smiles: COc1cc(CN2CCN(C(=O)c3cccc4ccccc34)CC2)cc(OC)c1O
  A = 14% | B = -4% | C = -5% | D = 6% | E = 9% | F = 9% | G = 6 | H = 3% | I = ?
smiles: COc1cc(OC)cc(N2C(=O)CSCC2=O)c1
  A = 2% | B = 0% | C = 8% | D = -9% | E = -23% | F = 8% | G = 0 | H = -1% | I = 64%[activator]
smiles: CSCC(C)N1CCC(CCC(=O)NC2CC2)CC1 (centres undefined)
  A = 4% | B = -2% | C = 7% | D = 4% | E = 15% | F = 24% | G = 2 | H = -1% | I = 5%
smiles: COc1cc(C(=O)NCc2nnnn2-c2ccc(C)c(C)c2)cc(OC)c1OC
  A = -5%[60.1 µM] | B = 7% | C = -9% | D = -1% | E = -2% | F = . | G = -4 | H = 13% | I = -15%
smiles: Cc1ccc(NC(=O)C(=O)C2C(=O)Nc3ccccc32)cc1 (centres undefined)
  A = 4% | B = -15% | C = 6% | D = -4% | E = 3% | F = 6% | G = -2 | H = -9% | I = -2%
smiles: C=CCN1C(=O)/C(=C2/Sc3ccc(OC)cc3N2CC)SC1=S
  A = -9% | B = 8% | C = -1% | D = -4% | E = 0% | F = -15% | G = -16 | H = 2% | I = 15%
smiles: N#CCc1nc(C(c2ccccc2)c2ccccc2)no1
  A = -3% | B = -25% | C = -35% | D = 8% | E = 3% | F = 43% | G = -6 | H = 1% | I = -5%

Profiles from above.
`CSCC(C)N1CCC(CCC(=O)NC2CC2)CC1` (centres undefined) as listed: Pol kappa inh: 4%; POLH inh: -2%; RGS4 inh: 7%; Anesthetic bind: 4%; ERG Ets-DNA blk: 15%; APEX1 inh: 24%; LDHA block: 2; POLB inh: -1%; ALOX12 inh: 5%
`Cc1ccc2sc3ccc(NC(=O)c4ccccc4Cl)cc3c(=O)c2c1` as listed: Pol kappa inh: -6%; POLH inh: -9%; RGS4 inh: 3%; Anesthetic bind: -8%; ERG Ets-DNA blk: ?; APEX1 inh: -4%; LDHA block: -4; POLB inh: ?; ALOX12 inh: -13%

(more compounds)
Short forms – A = Pol kappa inh; B = POLH inh; C = RGS4 inh; D = Anesthetic bind; E = ERG Ets-DNA blk; F = APEX1 inh; G = LDHA block; H = POLB inh; I = ALOX12 inh
smiles: Cc1c(N2C(=O)CS/C2=N\N=C\c2ccccc2O)c(=O)n(-c2ccccc2)n1C
  A = -17% | B = -1% | C = 21% | D = -16% | E = 0% | F = -7% | G = 5 | H = 19% | I = 10%
smiles: OCC[C@H]1C[C@@H](O)[C@H](O)[C@]2(Cc3ccccc3O2)O1
  A = -3% | B = -15% | C = -39% | D = . | E = -1% | F = 6% | G = -13 | H = . | I = -25%
smiles: Cc1cc(-n2c(C)cc(C(=O)CSc3nncn3C(C)C)c2C)no1
  A = -7% | B = -10% | C = -31% | D = . | E = 11% | F = 20% | G = 6 | H = . | I = 11%
smiles: O=S(=O)(c1cnccc1N1CCN(/N=C/c2ccc(Br)cc2)CC1)N1CCCCC1
  A = -3% | B = -5% | C = -18% | D = -5% | E = 16% | F = 12% | G = -8 | H = 10% | I = 0%
smiles: Cc1cccc(C(=O)NNS(=O)(=O)c2ccc(F)cc2)c1
  A = -12% | B = 11% | C = 5%[56.9 µM] | D = -11% | E = 7% | F = -2% | G = 6 | H = 4% | I = 2%
smiles: NNC(=O)c1[nH]c2ccccc2c1-c1ccccc1
  A = -12% | B = -7% | C = 2% | D = 0% | E = 16% | F = 1% | G = -9 | H = 2% | I = 0%
smiles: CCN1CCCC1CNC(=O)c1cc2ccc(OC)cc2[nH]1 (centres undefined)
  A = -1% | B = 29% | C = -11% | D = -9% | E = 9% | F = 23% | G = 3 | H = -3% | I = 429%[activator]
smiles: CC(=O)Oc1ccccc1C1C[C@]2(C)CC(=O)NC2N1C(C)=O (some centres undefined)
  A = -18% | B = -20% | C = 26% | D = -2% | E = -11% | F = 12% | G = -4 | H = 1% | I = -8%
smiles: O=C(NCc1ccccc1)c1csc(-c2cccnc2)n1
  A = -10% | B = -4% | C = -1% | D = -7% | E = 7% | F = 26% | G = 4 | H = 42% | I = 33%[activator]
smiles: CSc1ccc(NS(=O)(=O)c2ccc(-n3cnnn3)cc2)cc1
  A = -12% | B = -7% | C = -7% | D = -7% | E = -13% | F = 16% | G = -5 | H = 6% | I = 0%
smiles: C=CCN(CC=C)C(=O)C(=O)c1ccn(-c2c(C)csc2C(=O)OC)c1
  A = -11% | B = -4% | C = 16% | D = -5% | E = 14% | F = ? | G = -2 | H = 4% | I = 3%
smiles: O=C(O)c1ccccc1C(=O)c1ccc(F)c(F)c1
  A = -4% | B = -8% | C = 23% | D = . | E = -3% | F = . | G = -12 | H = . | I = -1%
smiles: CC[n+]1ccccc1/C=C/c1ccc(N(C)C)cc1
  A = -7% | B = -4% | C = -10% | D = -18% | E = 79%[activator] | F = 22% | G = -11 | H = -5% | I = ?
smiles: C/C(Cc1ccccc1)=N\NC(=O)CNC(=O)c1cccc(Br)c1
  A = -10% | B = -6% | C = 20% | D = ? | E = -4% | F = 11% | G = -5 | H = 14% | I = -4%

A portion of the library. The share of hits here may be higher or lower than overall.
